# 14-3-3 PPI: alters human 14-3-3 gamma binding to Raf peptide | 160,000 compounds, 0.19% hits | inhibition, % at 40 µM | P61981 | FP, 14-3-3gamma / TMR-pS259-Raf peptide binding; in the data active means inhibition above about 30%;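 further: 0% = protein plus tracer without compound and 100% = blank with tracer alone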
# Target sequence (P61981 whole entry, looked up): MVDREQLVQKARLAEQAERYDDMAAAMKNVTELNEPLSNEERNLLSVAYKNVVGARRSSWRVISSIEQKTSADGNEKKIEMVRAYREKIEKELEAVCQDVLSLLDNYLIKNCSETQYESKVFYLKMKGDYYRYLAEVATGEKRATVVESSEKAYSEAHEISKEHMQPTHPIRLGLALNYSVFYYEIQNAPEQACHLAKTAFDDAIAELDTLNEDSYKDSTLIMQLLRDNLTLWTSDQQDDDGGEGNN
# * = called active by the depositor; & = joins results of further samples. This is a subset. The share of hits here may be higher or lower than overall.
# Sample of the layout (4 entries):
SMILES,14-3-3 PPI
Cn1c(=O)c2c(nc3n(CCc4ccccc4)c(C45CC6CC(CC(C6)C4)C5)cn23)n(C)c1=O,-2
CCOC(=O)C1CCN(C(=O)c2ccc3nc(C)c(C)nc3c2)CC1,-14
COc1ccc(C2/C(=C(\O)c3ccc(Cl)cc3)C(=O)C(=O)N2CCN2CCOCC2)cc1 (centres undefined),2
COc1ccc(-c2nn(-c3ccccc3)cc2C=NC2CCS(=O)(=O)C2)cc1Br (centres undefined),-1

# The listing, from the start:
SMILES,14-3-3 PPI
Cn1c(=O)c2c(nc3n(CCc4ccccc4)c(C45CC6CC(CC(C6)C4)C5)cn23)n(C)c1=O,-2
CCOC(=O)C1CCN(C(=O)c2ccc3nc(C)c(C)nc3c2)CC1,-14
COc1ccc(C2/C(=C(\O)c3ccc(Cl)cc3)C(=O)C(=O)N2CCN2CCOCC2)cc1 (centres undefined),2
COc1ccc(-c2nn(-c3ccccc3)cc2C=NC2CCS(=O)(=O)C2)cc1Br (centres undefined),-1
CN(CCNC(=O)C1CCN(S(=O)(=O)N2CCOCC2)CC1)CCc1ccccc1,-2
COc1cccc(CSCC(=O)NCc2ccccc2Cl)c1OC,-9
O=C1C(=O)N(Cc2cccnc2)C(c2ccc(Cl)cc2)/C1=C(\O)c1ccc(F)cc1 (centres undefined),5
CCc1ccc(-n2cnc3cc(C(=O)NCCc4ccc(OC)c(OC)c4)ccc32)cc1,-127
O=C1C2C3c4ccccc4C(c4ccccc43)C2C(=O)N1c1ccccc1Cl (centres undefined),-8
CC(C)Cc1ccc2c(N)c(C(=O)c3ccc(Cl)cc3)sc2n1,0
NC(=O)C1CCN(C(=O)c2ccc3c(=O)n(Cc4ccco4)c(SCc4ccccc4Cl)nc3c2)CC1,2
O=C(NCc1ccccc1Cl)C1CCC(Cn2c(=S)[nH]c3ccccc3c2=O)CC1 (centres undefined),-13
Cc1ccc(C)n1-n1cnc2sc(-c3ccccc3)cc2c1=O,0
C=CCN1C(=O)C(O)(CC(=O)c2ccc3c(c2)CCCC3)c2ccccc21 (centres undefined),-15
CSCCC1(C(=O)O)NC(c2ccccc2O)C2C(=O)N(C(C)C)C(=O)C21 (centres undefined),0
O=C1c2ccccc2-c2n[nH]c3cccc1c23,-3
CC(NC(=O)C(CC(=O)OC(C)(C)C)NC(=O)OC(C)(C)C)C(N)=O (centres undefined),-1
Cc1ccc(C(=O)Oc2cc(N)n(S(C)(=O)=O)n2)cc1,-9
Cc1ccc(S(=O)(=O)N2CCc3cc(NC(=O)c4cccs4)ccc32)cc1,-13
Fc1cccc(F)c1CN1CCN(c2ncccn2)CC1,1
COc1ccc(Cl)cc1NC(=O)CN1CCC(n2nnc3cc(F)ccc32)CC1,-11
O=S(=O)(c1ccccc1Cl)N1CCCC(c2nc(-c3cccnc3)no2)C1 (centres undefined),0
Cn1c(C(=O)NCC2CCCO2)cc2c(=O)n3ccccc3nc21 (centres undefined),-6
O=C(c1ccc(Cl)cc1)c1cc([N+](=O)[O-])ccc1N1CCOCC1,-22
CCOc1ccc(C2C3=C(CCCC3=O)Nc3nc(SC)nn32)cc1OC (centres undefined),0

# Reprinted from the part before: 2 entries, followed by the next part.
SMILES,14-3-3 PPI
O=C(c1ccc(Cl)cc1)c1cc([N+](=O)[O-])ccc1N1CCOCC1,-22
CCOc1ccc(C2C3=C(CCCC3=O)Nc3nc(SC)nn32)cc1OC (centres undefined),0
COc1cc(C2CC(=O)C3=C(C2)Nc2ccccc2NC3c2ccccc2OCc2ccccc2)cc(OC)c1OC (centres undefined),-2
Cn1c(=O)c2c(nc(C(N)=O)n2C)n(C)c1=O,1
Cc1ccc(C)c(S(=O)(=O)Nc2ccc(O)c3ccccc23)c1,-67
CCC1SC2=NCN(c3ccccc3)CN2C1=O (centres undefined),-7
CCc1c(C)c(C#N)c2nc3ccccc3n2c1-n1ccnc1C,-10
Cc1ccccc1Cc1c(C)nc2nc(SCC(=O)NCC3COc4ccccc4O3)nn2c1C (centres undefined),-3
COc1cc(NC(=O)c2ccc(-c3ccc(Br)cc3)o2)ccc1NC(=O)C(C)C,4
CC(=Cc1nsc(Nc2ccccc2)n1)NCc1ccccc1,-68
O=C(CN1CCCCC1)N1c2ccccc2CCc2ccccc21,-1
O=C(Cc1ccc(Cl)cc1)n1cc(Cl)cn1,-3
CC(=O)c1ccc(Nc2ccc3nonc3c2[N+](=O)[O-])cc1,-4
O=c1[nH]c2cc([N+](=O)[O-])ccc2nc1Cc1ccc(Cl)c([N+](=O)[O-])c1,-8
COc1ccccc1NC(=O)c1ccc2c(=O)n(Cc3ccccc3)c(=S)[nH]c2c1,-11
CC1(C)CC(=O)NC1(C)O (centres undefined),0
COc1ccc(-c2noc(COc3ccc(C(C)C)cc3)n2)cc1OC,0
Cn1c2ccccc2c2c(C(=O)NCCC3=CCCCC3)cn(C3CCCCC3)c(=O)c21,-14
CSCC[C@H](NC(=O)Nc1ccc(C)cc1)C(=O)O,-2
CC(C)NS(=O)(=O)c1ccc2nc(-c3ccccc3)[nH]c2c1,-4
C=CCn1c(=N)c(C(=O)OC)cc2c(=O)n3cccc(C)c3nc21,-2&-6
COC(=O)c1ccc(C2Nc3cc(C)c(C)cc3NC3=C2C(=O)CC(C)(C)C3)cc1 (centres undefined),0
Cc1ccnc(NS(=O)(=O)c2ccc(NC(=O)COc3ccc(Cl)cc3)cc2)n1,-17
CC1=C(C(=O)OCc2ccccc2)C(c2ccc3c(c2)OCO3)C2=C(CC(c3ccccc3)CC2=O)N1 (centres undefined),21
CCCC(c1nnnn1CCOC)N1CCN(c2cccc(OC)c2)CC1 (centres undefined),1
CCC(=O)N1c2ccccc2NC2=C(C(=O)CC(c3ccc(Cl)cc3)C2)C1c1ccccc1Cl (centres undefined),-3
CCSc1nnc2c(n1)OC(c1cc3c(cc1Br)OCO3)Nc1ccccc1-2 (centres undefined),15

# Arranged by the number under 14-3-3 PPI (low to high): five from the list above
SMILES,14-3-3 PPI
O=C(c1ccc(Cl)cc1)c1cc([N+](=O)[O-])ccc1N1CCOCC1,-22
Cn1c2ccccc2c2c(C(=O)NCCC3=CCCCC3)cn(C3CCCCC3)c(=O)c21,-14
CC(=O)c1ccc(Nc2ccc3nonc3c2[N+](=O)[O-])cc1,-4
Cc1ccccc1Cc1c(C)nc2nc(SCC(=O)NCC3COc4ccccc4O3)nn2c1C (centres undefined),-3
CN(CCNC(=O)C1CCN(S(=O)(=O)N2CCOCC2)CC1)CCc1ccccc1,-2

# Continuation.
SMILES,14-3-3 PPI
COc1ccccc1CNS(=O)(=O)c1ccc(F)c(C(=O)Nc2c(C)cccc2C)c1,4
CCOC(=O)c1sc2ncn(CC(=O)Nc3ccc(C)cc3)c(=O)c2c1C,-7
Cc1cc(C)cc(N2C(=O)CSC2c2ccccc2F)c1 (centres undefined),-5
O=C(NCCN1CCOCC1)C(=O)NCc1ccc(Cl)cc1,-4
O=C(c1ccncc1)N(Cc1cc2ccccc2[nH]c1=O)C1CCCCC1,-3
CC(C)Nc1nnc(SCC(=O)Nc2ccc(F)cc2)s1,0
NC(=O)OCC(COC(N)=O)c1ccccc1,-6&-3
COCCOC(=O)C1=C(C)NC(=O)NC1c1cc(Br)c(O)c(OC)c1 (centres undefined),-7
CC1CCCCC1NC(=O)C1Cc2ccccc2CN1S(C)(=O)=O (centres undefined),-17&-10
CCOC(=O)C(NC(=O)c1ccc(OC)cc1)(Nc1ccccc1F)C(F)(F)F (centres undefined),-5
CC(C)c1nnc(SCc2ccc(CSc3nnc(C(C)C)n3N)cc2)n1N,11
Cc1nc(-n2nnc3cc(C)c(C)cc32)c2c3c(sc2n1)CCCC3,-4
O=[N+]([O-])c1ccc(N2CCOCC2)cc1Sc1nc2ccccc2[nH]1,-5
COc1ccc(NC(=O)C2C3C=CC4(O3)C2C(=O)N(C2CCCCC2)C4C(=O)NC2CCCC(C)C2C)cc1 (centres undefined),-7
CCC(=O)Oc1cc2oc(CC)c(-c3ccc4c(c3)OCCO4)c(=O)c2cc1C(C)C,-2
N#CC1=C2SCN(c3ccccc3)CN2C(=O)CC1c1c(Cl)cccc1Cl (centres undefined),-1
COC(=O)c1ccc(C2C=C(c3ccc(Cl)cc3)Nc3nc4ccccc4n32)cc1 (centres undefined),-50
Fc1ccc(Nc2c3c(nc4ccccc24)CCCC3)cc1,-1
CC1CCCC(NC(=O)c2cc(-c3cccs3)nc3ccccc23)C1C (centres undefined),-9
O=C1c2ccc(Br)cc2C(=O)N1c1cc([N+](=O)[O-])ccc1O,3
O=c1[nH]c2sc3c(c2c(=O)n1Cc1ccccc1)CCCC3,0
CC(=O)C1CC(CC(N)=O)C1(C)C (centres undefined),-4
NS(=O)(=O)c1ccc(CCn2c(=S)[nH]c3ccc(Cl)cc3c2=O)cc1,-3
COc1ccc(-c2coc3c(C)c4oc(=O)c5c(c4cc23)CCCC5)cc1F,-11
CC1=CC(C)(C)N(C(=O)CSc2nc3ccccc3o2)c2cc(C)ccc21,0
# Following part:
SMILES,14-3-3 PPI
O=C(Nc1cccc(-c2nnc(-c3ccccc3)o2)c1)c1ccc(Br)o1,-11
CCCOc1ccc(C2C(C(=O)OCC)=C(C)NC3=C2C(=O)CC(c2ccccc2)C3)cc1OC (centres undefined),-3
CCOc1ccc(C(=O)C2CCN(CC(=O)Nc3ccccc3N3CCOCC3)CC2)cc1,-1
Cn1c(=O)c2ncn(CC(=O)NCCC3=CCCCC3)c2n(C)c1=O,-3
Cc1ccc(C(=O)Nc2cc(C)c3c(=O)oc4ccccc4c3n2)cc1,-26
O=c1[nH]c(-c2ccccc2O)nc2c1CCCC2,4
CCOc1ccc(Nc2ncnc3c2cnn3-c2ccc(OC)cc2)cc1,2
O=[N+]([O-])c1cccc(S(=O)(=O)Nc2ccccc2Br)c1,-13
COc1ccccc1-c1nc(C#N)c(NCc2ccc(F)cc2)o1,-7
CCOc1cccc(C(=O)Nc2cc(-c3nn4c(C)nnc4s3)ccc2C)c1,-8
O=[N+]([O-])c1cc(S(=O)(=O)NCC2CCCO2)ccc1Cl (centres undefined),-5
COc1ccc([N+](=O)[O-])cc1NC(=O)c1oc(=O)c2ccccc2c1-c1ccccc1,-9
O=C(Nc1ccc(Cl)cc1)c1c(Cl)nc(Cl)c(Cl)c1Cl,2
Cc1ccc(-c2nnc(SCC(=O)N3CCCC3)o2)cc1C,4
COc1ccc(C2NC(=O)NC(C)=C2C(=O)OC2CCCCCCC2)cc1 (centres undefined),1
Cc1cccc(C2(c3cccc(C)c3)CC2C(=O)NCc2ccccc2)c1 (centres undefined),0
CCOC(=O)C1CCCN(C(=O)c2ccccc2NC(C)=O)C1 (centres undefined),-7
COc1ccc(OCC(O)Cn2c(N3CCOCC3)nc3c2c(=O)n(C)c(=O)n3C)cc1 (centres undefined),1
CCN1C(C(=O)c2ccccc2)=C(NC(=O)c2ccccc2O)c2ccccc2S1(=O)=O,8
COc1ccc(C2CC(=O)C=C(NCC3CCCO3)C2)cc1 (centres undefined),3&-19
C1=CC2CC1CC2CNCc1ccco1 (centres undefined),-2
CCNC1=C(C(=O)c2ccccc2)N(CC(=O)c2ccc(Br)cc2)S(=O)(=O)c2ccccc21,-13
COc1ccc(NC(=O)CNS(=O)(=O)c2ccccc2)cc1Cl,-12
CCC(=O)c1ccc(OCCSc2ncccn2)cc1,-4
CC(=O)Nc1ccc(NC(=O)c2cncc(Br)c2)cc1,-7
# (continued)
SMILES,14-3-3 PPI
c1ccc(-c2nnc(-c3ccccc3)o2)cc1,-13
COc1ccc(C=COc2ccccc2OC)cc1OC,2
CSC1=NCCN1C(=O)COc1ccccc1,-1
CC(C)(C)C(=O)Nc1c[nH]c(=O)[nH]c1=O,-6
C=CCN(c1ccccc1)S(=O)(=O)c1ccc(F)c(C(=O)Nc2ccc(C)c(C)c2)c1,-56
Cc1ccc(CCC(=O)Nc2ncc(Cc3ccc(F)cc3)s2)o1,8
CC1CCc2cc(F)cc3c(O)c(C(=O)NCCCN4CCOCC4)c(=O)n1c23 (centres undefined),0
Cc1cc(C(=O)Oc2ccccc2C(=O)O)c(C)o1,-4
Cc1c(Cl)c([N+](=O)[O-])nn1CCCC(=O)Nc1sc2c(c1C#N)CCC(C(C)(C)C)C2 (centres undefined),-5
CCn1cc(C(=O)NCc2ccc(C)o2)c2cc(OC)c(OC)cc2c1=O,-7
CCN(c1cccc(C)c1)S(=O)(=O)c1ccc(F)c(C(=O)Nc2ccccc2Br)c1,2
COc1cccc(NC(=O)c2ccc(N(Cc3ccccc3)S(C)(=O)=O)cc2)c1,-5
CCCC(=O)N1CCN(c2ccc(NC(=O)c3ccco3)cc2)CC1,-26
CCOC(=O)c1nn(-c2ccc(OC)cc2)c(=O)c2c(NC(=O)C3c4ccccc4Oc4ccccc43)scc12,-15
CC(=O)Oc1cc(C(C)C)c(OCCN(C)C)cc1C,3&-6
COc1ccc(C)cc1NC(=O)c1cnc2n(c1=O)CCS2,-11&-25
COc1ccc(N(C)C(=O)Cc2c(C(=O)O)n(C)c3ccccc23)c(OC)c1,-1
COc1ccc(C2c3c(oc4c(C)cc(C)cc4c3=O)C(=O)N2Cc2cccnc2)cc1OC (centres undefined),-3
Cc1cccc(NC(=O)c2cc3c(CO)cnc(C)c3oc2=Nc2ccc(Oc3ccccc3)cc2)c1,-2
CC1CC(C)CN(CC(=O)N2CCc3[nH]c4ccccc4c3C2)C1 (centres undefined),-3
CCOC(=O)C1=C(C)NC2=C(C(=O)CCC2)C1c1ccc(SC)cc1 (centres undefined),0
CC(C)(C)c1ccc2c(c1)c1c3n2CCN(CCC#N)C3CCC1 (centres undefined),-4
O=[N+]([O-])c1ccc(Oc2ccc(S(=O)(=O)Nc3ccccc3)cc2)cc1,9
CCn1c(=S)sc2nc(C)sc21,-5
COC(=O)c1ccccc1NC(=O)Nc1cccnc1,2

# Laid out differently: results already given.
14-3-3 PPI | canonical_smiles
8 | Cc1ccc(CCC(=O)Nc2ncc(Cc3ccc(F)cc3)s2)o1
-5 | CCn1c(=S)sc2nc(C)sc21
-6 | CC(C)(C)C(=O)Nc1c[nH]c(=O)[nH]c1=O
-26 | CCCC(=O)N1CCN(c2ccc(NC(=O)c3ccco3)cc2)CC1

# Source: PubChem BioAssay (Emory University Molecular Libraries Screening Center)
